# zfTRPN1 agonist = zebrafish TRPN1 (NompC) channel agonism | HEK293 zebrafish TRPN1-YFP, Fluo-8 calcium fluorescence; 100% = response to 87 µM carbachol | activation, % at 3 µM | actives 0.18% (n = 220,000) | AID 1424;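 active = activation above its plate's cutoff, the mean activation of test wells on that plate plus 3 SD, cut at about 19% in these data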;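 note: 0% = DMSO alone and 100% = 87 µM carbachol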
#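 Material: zebrafish TRPN1-YFP in HEK293 cells. Doses: one dose of 3 µM, 0.3% DMSO. Incubation: dye 1 h 37 °C plus 30 min RT. Measured by: intracellular calcium fluorescence with Fluo-8.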
# S1P4 agonist = activates the human S1P4 receptor; O95977; S1P4-expressing cell line, agonist reporter assay; activation, % at 4.98 µM; actives 0.35% (n = 220,000); AID 1509; in the data active = activation above about 11%;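 note: 0% = DMSO vehicle and 100% = reference agonist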
# CHOP inhibitor = blocks CHOP induction under ER stress; inhibition, % at 10 µM; actives 3.8% (n = 220,000); CHO-K1 CHOP-promoter luciferase, tunicamycin-induced, 15-18 h; AID 2732;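 active = compounds that reduced the stress-induced luciferase reporter signal by more than about 70% of percent inhibition, limit read from the data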;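 note: 0% = tunicamycin plus vehicle and 100% = wells without tunicamycin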
# NPY2 pot ag = human NPY-Y2 potentiation or agonism, primary screen | activation, % at 3.6 µM | actives 0.45% (n = 220,000) | cells expressing NPY-Y2, potentiator/agonist read-out | P49146 | AID 1359; in the data active = activation above about 27%;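 note: cells stimulated with NPY near EC25 plus isoproterenol at EC100; 0% = vehicle plus submaximal agonist and 100% = vehicle plus saturating agonist; some results beyond the cut were filed as inactive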
# Target sequence (P49146 whole entry, looked up): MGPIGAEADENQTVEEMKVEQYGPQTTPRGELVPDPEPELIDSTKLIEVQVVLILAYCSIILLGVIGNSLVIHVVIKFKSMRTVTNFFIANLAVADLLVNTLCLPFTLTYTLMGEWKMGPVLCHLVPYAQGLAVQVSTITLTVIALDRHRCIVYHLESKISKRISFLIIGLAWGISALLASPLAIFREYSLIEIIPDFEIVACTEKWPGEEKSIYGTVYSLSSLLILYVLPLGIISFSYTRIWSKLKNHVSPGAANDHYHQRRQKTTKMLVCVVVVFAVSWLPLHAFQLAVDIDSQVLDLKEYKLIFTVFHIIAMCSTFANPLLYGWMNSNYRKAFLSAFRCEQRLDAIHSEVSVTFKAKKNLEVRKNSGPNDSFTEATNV
# EP2 mod = EP2 receptor (human) modulation; P43116; EP2-expressing cells, cAMP HTRF FRET, PGE2 co-stimulation; induction, % at 25 µM; actives 0.83% (n = 260,000);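 active = compounds whose cAMP rise, as percent of the full-agonist control response, exceeds 60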;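 note: rat C6 glioma line stably carrying human EP2 under a CMV promoter; the protocol text gives 20 µM as final concentration; 100% = response of wells given 1 µM PGE2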
# Target sequence (P43116 whole entry, looked up): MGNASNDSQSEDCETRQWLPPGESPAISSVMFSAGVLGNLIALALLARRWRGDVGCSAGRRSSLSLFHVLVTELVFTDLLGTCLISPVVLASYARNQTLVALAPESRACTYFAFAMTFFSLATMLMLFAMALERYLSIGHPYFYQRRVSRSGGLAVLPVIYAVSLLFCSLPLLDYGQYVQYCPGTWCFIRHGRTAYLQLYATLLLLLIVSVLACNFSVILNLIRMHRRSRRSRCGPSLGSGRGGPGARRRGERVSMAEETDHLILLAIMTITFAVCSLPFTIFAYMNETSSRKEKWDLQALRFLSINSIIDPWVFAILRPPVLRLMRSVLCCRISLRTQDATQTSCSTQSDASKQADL
# NPY Y1 blocker = blocks the human neuropeptide Y Y1 receptor | inhibition, % at 3.6 µM | actives 1% (n = 200,000) | P25929 | HEK293-CNG Y1 cells, membrane potential fluorescence; NPY at EC95, then isoproterenol;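 active = inhibition above the campaign mean inhibition of all tested compounds plus 3 SD, cut at about 20% in these data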;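 note: 0% = DMSO wells given NPY plus isoproterenol and 100% = isoproterenol alone without NPY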
#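 Benchmarks – high control isoproterenol alone, low control NPY with isoproterenol · Material – HEK293 Y1/CNG channel cell line · Times – dye 3 h, compound 60 min room temperature, stimulation 45 min · Probe or stimulus – NPY (25 nM), isoproterenol (1 µM), Ro 20-1724 (25 µM) · Evaluation – % inhibition of NPY effect · Signal – fluorescence, membrane potential probe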
# TRPML3 agonist = human mucolipin-3 channel agonism; Q8TDD5; HEK293 TRPML3-YFP, Fluo-8 calcium fluorescence; 100% = the carbachol control signal; activation, % at 3 µM; actives 0.29% (n = 220,000); AID 1448;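 active = activation above its plate's cutoff, the mean activation of the plate's test wells plus 3 SD, cut at about 12% in these data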;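 note: 0% = DMSO only wells and 100% = carbachol wells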
#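 Test system: HEK293 cells stably carrying human TRPML3-YFP; Doses: single dose, 3 µM final nominal compound, 0.3% DMSO final; Schedule: dye loading 1 h 37 °C then 30 min ambient, 125 s read; Technique: Fluo-8 calcium fluorescence; Benchmarks: high control carbachol 87 µM, low control DMSO.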
# NPY1 pot ag = human NPY-Y1 potentiation or agonism, primary screen. AID 1304. activation, % at 3.6 µM. P25929. NPY-Y1 expressing cells, potentiator/agonist activation. actives 0.37% (n = 220,000); in the data active = activation above about 33%, passing the limit was not always enough;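 note: cells stimulated with NPY at EC10 then isoproterenol at EC100; 0% = low agonist plus stimulus and 100% = saturating agonist plus stimulus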
# S1P4 antag = blocks the human S1P4 receptor | AID 1510 | actives 0.26% (n = 220,000) | inhibition, % at 4.98 µM | S1P4-expressing cells, antagonist mode, reporter read-out; in the data active = inhibition above about 29%;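 note: 0% = wells stimulated with agonist and 100% = vehicle wells without agonist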
# * = called active by the depositor; x = no result given; & = joins results of further samples.
SMILES,zfTRPN1 agonist,S1P4 agonist,CHOP inhibitor,NPY2 pot ag,EP2 mod,NPY Y1 blocker,TRPML3 agonist,NPY1 pot ag,S1P4 antag
CC1(C)NC(=O)N(CCCCOc2ccc(Cl)cc2)C1=O,-0.7,0.7,53,8,-2,1,1.6,-4,-14
CNC(=O)CCCCC(=O)N/N=C/c1ccc(Cl)cc1Cl,-0.7,0.9,15,8,-1,x,-0.2,2,-15
O=[N+]([O-])c1ccc2c(c1N1CCCCC1)=NC1(CCCCC1)[N+]=2[O-],0.5,0.9,14,-13,-51,x,0.8,27,5
COCCOc1cc(N(CC(=O)N(C)C)S(=O)(=O)c2ccccc2)c(Cl)cc1Cl,-0.9,0.3,-2,3,14,-2,0.7,15,4
COc1ccc(OC)c(CCNC(=O)Cn2cccc2C(=O)c2ccccc2C)c1,-2.2,-0.5,1,-13,3,-2,-0.8,-14,1
ONc1cccnc1-n1nc(C(F)(F)F)cc1C(F)(F)F,1.7,-0.8,0,11,-8,-6,0.9,21,6
CC(C)CNC(=O)c1cccc(NC(=O)COc2ccc([N+](=O)[O-])cc2)c1,1.8,0.2,23,-3,-14,-1,0.5,4,-14
Cc1cccc(NC(=O)c2cc(NC(=O)C3CCCCC3C(=O)O)ccc2N2CCCCC2)c1 (stereo not given),-1.9,-0.6,77*,-7,37,-5,-0.1,5,15
CCO[C@@H]1OC(C(=O)N2CCN(Cc3ccccc3)CC2)=C[C@H](c2ccccc2)[C@H]1CCCO,0.1,-1.3,3,5,28,9,0.7,-4,6
CCCCCCOc1ccc(C(=O)O)cc1C#N,0.1,-0.6,-22,13,-14,-1,-0.6,4,1
COCCN=c1scc(-c2cc(OC)ccc2OC)n1/N=C/c1c[nH]c2ccccc12,-1.8,-0.5,51,33*,-47,-13,1.2,43,17
Cc1ccc2nc(NC(=O)CN3C(=O)C4CC=CCC4C3=O)sc2c1 (stereo not given),1.4,0.4,10,8,-61,-4,1.1,24,-4
O=C(COC(=O)C1CCN(S(=O)(=O)c2ccc3c(c2)OCCO3)CC1)Nc1cc(C(F)(F)F)ccc1Cl,0.2,1.5,24,1,0,5,0.1,-6,-9
CCOC(=O)c1nn(-c2cccc(OC)c2)c(-c2ccccc2)c1C(=O)c1ccccc1,-0.2,-1.2,8,-3,44,3,-0.9,26,-9
COc1ccccc1NC(=O)c1c(C)nc2ccccc2c1C(=O)O,0.3,0.6,8,20,18,x,0.6,-9,0
COc1ccccc1NC(=O)Nn1cnnc1,1.5,0.5,13,16,1,-2,1.0,0,-16
Cc1nn(-c2ccccc2)c(Cl)c1/C=N/Nc1nc2ccccc2[nH]1,-1.8,4.6,59,2,4,-2,0.6,-17,-7
CC(=O)NC(Cc1ccc(C(C)C)cc1)C(=O)NC1CCN(C(=O)c2cccc(C)c2)CC1 (stereo not given),0.2,0.8,-2,-7,-2,0,0.6,6,11
Cn1ccc(C(=O)NC(=S)N2CCSCC2)n1,-0.2,-0.9,3,9,10,x,0.0,7,4
CC(C)(C)OC(=O)N1CCC[C@H]1c1nnc(SCC(=O)Nc2ccc(Br)cc2)o1,1.1,0.3,12,-6,-12,x,0.8,19,12
COc1cccc(OC)c1C(=O)Nc1nc2ccc(S(C)(=O)=O)cc2s1,0.9,1.3,3,12,-16,5,0.7,8,-4
FC(F)(F)c1ccc(Cl)c(NC(=S)N/N=C/c2ccccc2Cl)c1,2.7,2.6,-9,-8,-4,x,0.5,-19,-6
Cc1cc(C)c2c(-n3cccc3)c(C(=O)NNS(=O)(=O)c3ccc(Cl)cc3)sc2n1,-0.4,1.6,20,-15,44,3,0.3,-3,-14
CCn1c(=O)c(C(=O)CN2CCc3ccccc32)c(N)n(Cc2ccccc2)c1=O,1.6,-0.7,7,0,1,0,0.6,6,-7
CCCC(=O)NCc1ccc2c(c1)cc(C)n2C,0.2,1.6,-20,-11,-23,2,0.6,13,-23
CN(Cc1ncc[nH]1)C(=O)CC1C(=O)NCCN1Cc1c(F)cccc1Cl (stereo not given),-0.6,-1.1,13,7,-4,1,1.1,8,-4
CC[n+]1ccc2cc(OC)c(OC)cc2c1Cc1ccc(OC)c(OC)c1,2.0,1.2,1,2,6,1,0.0,3,0
CC(=O)N1CCN(C(=O)COc2ccc(N(C)S(=O)(=O)c3cccs3)cc2)CC1,0.4,0.2,-11,-30,-21,0,0.6,-22,1
O=c1c2ccccc2c(C=NCCCN2CCOCC2)c(O)n1Cc1ccc2c(c1)OCO2,0.3,1.4,-4,-6,-15,0,0.6,-2,-1
CCNC(=S)N(Cc1ccc2c(c1)OCO2)C1CC(=O)N(c2ccc(F)cc2)C1=O (stereo not given),3.3,0.1,73*,7,0,-4,0.3,17,1

# As entered above:
# Result for CCCCCCOc1ccc(C(=O)O)cc1C#N under NPY1 pot ag: 4
# Result for COc1ccccc1NC(=O)c1c(C)nc2ccccc2c1C(=O)O under TRPML3 agonist: 0.6
# Result for Cc1ccc2nc(NC(=O)CN3C(=O)C4CC=CCC4C3=O)sc2c1 (stereo not given) under zfTRPN1 agonist: 1.4

# (listing goes on)
SMILES,zfTRPN1 agonist,S1P4 agonist,CHOP inhibitor,NPY2 pot ag,EP2 mod,NPY Y1 blocker,TRPML3 agonist,NPY1 pot ag,S1P4 antag
CC(NC(=O)CCSc1nc(-c2ccc3c(c2)OCO3)cc(C(F)(F)F)n1)c1ccccc1 (stereo not given),0.7,-2.1,-16,-16,-103&-55,7,0.2,-12,0
CCc1ccc(Nc2nnc(SCC(=O)Nc3ccc(C(=O)O)cc3)s2)cc1,-0.1,-0.5,-4,2,8,x,0.0,7,7
CC1CC(NC(=O)Cc2ccc(Br)cc2)CC(C)(C)C1 (stereo not given),-1.0,-0.6,40,15,-20,10,-0.8,-15,8
Cc1ccc(S(=O)(=O)N(Cc2ccc(Cl)cc2)c2ccccc2C(=O)NCc2cccnc2)cc1,-1.9,-2.1,27,-13,35,10,-1.0,-106,-4
O=c1c2ccccc2nc(SCc2cccc(F)c2)n1Cc1ccco1,-1.4,-2.5,28,-2,46,18,0.0,-21,-2
O=C(O)CC1(CC(=O)Nc2cc3ccccc3cn2)CCCCC1,0.0,1.3,2,-10,-9,x,0.4,4,12
Cc1c(NC(=O)c2nn3c(C(F)(F)F)cc(-c4ccccc4)nc3c2Cl)c(=O)n(-c2ccccc2)n1C,-0.6,-1.9,0,-8,-107,-5,0.3,-4,-19
c1ccc(Cn2c(CN3CCCC3)nc3ccccc32)cc1,3.1,-2.4,-4,-25,25,-1,0.8,17,-8
CCOC(=O)c1ccccc1NC(=S)N1CCCCC1,-2.0,1.1,5,-6,23,7,-0.5,4,-22
CCC1(C)C2(C#N)C(N)=NC(OC)(OC)C12C#N (stereo not given),0.8,-3.0,7,7,28,-3,0.6,-2,7
CCCCOC(=O)c1ccc(NC(=O)C(=O)NCCN(CC)CC)cc1,2.7,0.2,-4,-21,-15,x,2.0,-14,-36
CCOC(=O)c1c(N)c(C#N)cn1-c1ccccc1,-0.6,-2.0,20,-5,12,-4,0.2,-9,-1
O=C(OCC#CCSc1nnc(-c2ccccc2)o1)c1ccco1,-0.8,-0.2,44,0,1&19,-6,-1.0,-15,-19
COCCNc1cc(C)nc2c3c(C)cc(C)nc3nn12,-1.2,2.7,-7,7,28,4,-0.3,18,6
COC(=O)CNC(=O)c1ccc2c(c1)S(=O)(=O)c1ccccc1C2=O,1.1,-1.4,20,7,5,1,0.6,-1,-5
Cn1cccc1C(=O)OCC(=O)Nc1ccc2c(c1)OCO2,-0.1,-2.6,-13,1,-4,4,0.7,-11,5
CCOC(=O)C1=C(NC(=O)c2ccc(Br)o2)Nc2ccccc2N=C1,1.6,0.7,29,16,-9,5,-0.6,-1,8
COc1cc(NC(=O)c2cccc(Cl)c2)ccc1NC(=O)c1cccs1,-2.3,1.0,-11,0,-50,-2,0.4,8,-13
CN(C(=O)COC(=O)c1cc(-c2ccccc2Cl)nc2ccccc12)C1CCS(=O)(=O)C1 (stereo not given),1.3,0.3,25,20,5,0,0.1,6,-9
CCCOc1ccc(C2c3c(oc4cc(C)c(C)cc4c3=O)C(=O)N2CCCN2CCOCC2)cc1 (stereo not given),0.1,2.9,35,-14,6,9,0.2,-39,-15
O=C(Nc1ccccc1C(F)(F)F)c1c(F)cccc1Cl,0.0,-0.9,2,-8,-10,4,0.5,-8,-14
COc1cc(/C=C/C(=O)OCC(=O)Nc2cc(S(=O)(=O)N3CCCCC3)ccc2C)ccc1O,-0.7,2.8,-1,-10,-5,-4,-1.2,-28,-3
CC(=O)Oc1ccc(C(=O)[C@H]2[C@H]3C(=O)N(c4ccccc4)C(=O)[C@H]3[C@@H]3C=CC=NN32)cc1,2.1,1.2,-2,3,5,5,0.5,-1,-19
CC/C(CC(C)(C)c1ccccc1)=N\O,1.4,1.4,5,5,30,-1,0.5,4,7
CC(=O)Nc1c(C)cc(OCC(=O)O)cc1C,0.7,0.3,19,3,-10&34,x,0.9,8,9
Cc1ccccc1OCC(=O)N/N=C/c1sc(=O)n(Cc2cccc(C(=O)O)c2)c1Cl,-0.1,0.3,0,11,4,x,-0.4,-2,-26
CNC(=O)COC(=O)c1cc2c(s1)CCCC2,0.2,-1.3,-7,-7,2,13,0.9,-19,-11
CN(C)Cc1cc(CCNC(=O)c2ccc(Cl)cc2)ccc1O,0.8,0.1,-12,5,13,22*,0.3,-11,-3
O=C(C1CC1)N1CCc2cc(Br)cc(S(=O)(=O)N3CCN(c4ccccn4)CC3)c21,-0.3,0.2,5,-13,-17,5,0.3,-6,-8
CCOC(=O)CCSc1nc(-c2ccc3c(c2)OCO3)cc(C(F)(F)F)c1C#N,-0.6,1.5,-51,-11,31,1,1.8,-16,-4

# Overlap with the part before: two entries; new compounds follow.
SMILES,zfTRPN1 agonist,S1P4 agonist,CHOP inhibitor,NPY2 pot ag,EP2 mod,NPY Y1 blocker,TRPML3 agonist,NPY1 pot ag,S1P4 antag
O=C(C1CC1)N1CCc2cc(Br)cc(S(=O)(=O)N3CCN(c4ccccn4)CC3)c21,-0.3,0.2,5,-13,-17,5,0.3,-6,-8
CCOC(=O)CCSc1nc(-c2ccc3c(c2)OCO3)cc(C(F)(F)F)c1C#N,-0.6,1.5,-51,-11,31,1,1.8,-16,-4
CCc1ccccc1NC(=S)N(CCN(C)C)C(C)c1cccnc1 (stereo not given),1.1,-0.7,1,-4,-7,3,0.9,10,-6
CCCCCn1c(=O)c2ccccc2n2c(CCl)nnc12,-1.0,-0.1,-86,-3,-11,5,1.1,7,-11
O=C(CSc1ccc2ccccc2c1)Nc1ccncc1,3.5,3.1,24,14,-35,6,2.0,-2,-6
CC(=O)Nc1ccc(S(=O)(=O)N2CCSCC2)cc1,0.4,-1.8,-25,10,18,3,0.9,22,-5
CCOC(=O)C1CCN(C/C=C/c2ccccc2OC)CC1,0.0,-0.9,-19,-1,5,2,0.3,-10,-7
O=C(Oc1cccc(O)c1)C1CCCCC1,-0.2,1.4,21,8,26,-1,0.3,8,-20
O=C(Nc1ccccc1)c1cc2n(n1)C(C(F)(F)F)CC(C1CC1)N2 (stereo not given),0.6,-1.3,-5,-20,-23,-4,-0.1,9,10
